Bioassay records as filed in PubChem.
BCR signal inh – qHTS Assay to Find Inhibitors of Chronic Active B-Cell Receptor Signaling. ABC-DLBCL IkBa-CBG/CBR reporter, luminescence ratio, 4 h. Potency, µM (titrated, usually from 46.1 µM), inactives show top-dose ratio change, negative = lower green/red ratio, actives largely listed as inhibitors. actives 0.05% (n = 340,000). AID 493014, 2011; active = well fitted inhibition curve with a large enough effect in the signal ratio, with a control signal flat, not every such curve was filed as active; inconclusive = small, poorly fitted or top-dose-only effect, or effect the other way, or a change in a side signal; the % refers to the signal ratio;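 note: potency is the fitted concentration of half-maximal effect; plate controls were basal doxycycline-induced cells for no effect and cells given 10 µM MG132 for full effect; MG132 reads +100%, hits lower the ratio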
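Compounds up to 46 uM were incubated four hours with TMD8 cells whose green CBG68 luciferase is fused to IkappaBalpha; red CBR luminescence normalised the signal, and concentration-effect curves were fitted to fusion, red and ratio data.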
MBNL1 CUG block – qHTS Assay for Inhibitors of MBNL1-poly(CUG) RNA binding | Potency, µM (doses to about 57.5 µM), inactives show at the top dose activity change, negative = inhibition, usual class: inhibitors | actives 0.036% (n = 280,000) | Muscleblind-like protein 1 (Homo sapiens), Q9NR56 | TR-FRET MBNL1-His/biotin-(CUG)12 binding, 665/545 ratio; active = well fitted inhibition curve with a large enough effect in the signal ratio, with a control signal flat, not every such curve was filed as active; inconclusive = small, poorly fitted or top-dose-only effect, or effect the other way, or a change in a side signal; inactive = no such curve, though single readings can be large or run the other way; the % refers to the signal ratio; note: potency is the fitted concentration of half-maximal effect; % is set by controls: 0 for no effect and ±100 for the full control effect
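MBNL1-His + Biotin-(CUG)12, cpd titration 92 nM–58 uM; Tb anti-His Ab 0.055 ng/ul, SA-XL665 5 nM (final); 60 min RT; ratiometric 665/545 nm, Ex 340 nm; normalized to buffer and full-complex controls.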
PKM2 act – qHTS Assay for Activators of Human Muscle isoform 2 Pyruvate Kinase | Pyruvate kinase PKM (Homo sapiens), P14618 | purified PKM2, Kinase-Glo ATP luminescence, activation; response scale: 0% is enzyme alone, no compound | Potency, µM (series often up to 57.5 µM), for the others: at the highest dose activation, hits mostly activators | actives 0.34% (n = 260,000); note: potency is the fitted concentration of half-maximal effect; % is set by controls: 0 for no effect and ±100 for the full control effect; nearly all actives have a fitted effect of over 55% in size
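Kinase-Glo luminescence reports ATP generated from ADP (0.1 mM) and PEP (0.5 mM) by purified hPK-M2 after 1 h at room temperature, pH 7.2 imidazole buffer; intermediate enzyme activity allows detecting inhibitors and activators.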
ASM inhibitor – Inhibitors of Secretory Acid Sphingomyelinase (S-ASM): qHTS; Sphingomyelin phosphodiesterase (Homo sapiens), P17405; placental ASM, HMU-PC fluorogenic substrate, 60 min; Potency, µM (titrated, usually from 57.5 µM), without a hit: top-dose activity change, negative = inhibition, hits mostly inhibitors; actives 0.006% (n = 340,000); note: potency is the fitted concentration of half-maximal effect
Target sequence (P17405 47-631 limits assumed): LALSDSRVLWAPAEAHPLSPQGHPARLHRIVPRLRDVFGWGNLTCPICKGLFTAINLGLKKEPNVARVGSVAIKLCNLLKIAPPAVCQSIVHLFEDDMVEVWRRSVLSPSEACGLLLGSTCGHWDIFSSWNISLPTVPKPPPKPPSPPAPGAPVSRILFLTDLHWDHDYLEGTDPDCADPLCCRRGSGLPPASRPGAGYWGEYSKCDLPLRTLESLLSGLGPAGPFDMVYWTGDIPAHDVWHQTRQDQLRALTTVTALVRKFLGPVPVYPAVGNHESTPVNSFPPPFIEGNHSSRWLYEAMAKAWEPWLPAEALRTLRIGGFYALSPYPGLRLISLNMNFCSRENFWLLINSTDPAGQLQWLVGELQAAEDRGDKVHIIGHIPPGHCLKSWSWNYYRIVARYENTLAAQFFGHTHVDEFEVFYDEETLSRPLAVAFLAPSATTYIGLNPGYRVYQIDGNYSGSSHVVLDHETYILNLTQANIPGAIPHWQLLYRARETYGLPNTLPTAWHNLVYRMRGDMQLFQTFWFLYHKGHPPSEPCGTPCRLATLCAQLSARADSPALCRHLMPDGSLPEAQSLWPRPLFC
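Steps: dispense placental human ASM, pin compound, wait 10 min at room temperature, add HMU-PC0 substrate at 9 uM final, incubate 60 min at 37 °C, add stop solution raising pH to 10, read fluorescence.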
TSHR antag – Antagonists of the Thyroid Stimulating Hormone Receptor: HTS campaign | Thyrotropin receptor (Homo sapiens), P16473 | TSHR-expressing cells, TSH-stimulated cAMP HTRF, 2 h; hits give low values | activity change, negative = inhibition, % at 11.5 µM | actives 0.2% (n = 330,000) | AID 504810, 2011;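 active = activity change below a set negative limit, meaning inhibition stronger than a set level, cut at about -70% in these data; inconclusive = activity change between two set negative limits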; note: % is set by controls: 0 for no effect and ±100 for the full control effect
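Antagonism was scored as loss of TSH-driven cAMP in TSHR cells, stimulated with 4nM TSH (EC80) for 2 hours at 37 deg C and detected by homogeneous HTRF competition immunoassay.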
GALK inh – qHTS Assay for Inhibitors of Human Galactokinase (GALK); actives 0.007% (n = 270,000); Potency, µM (top dose mostly 57.5 µM), for the others: at the highest dose activity change, negative = inhibition, usual class: inhibitors; P51570; Purified GALK, Kinase-Glo residual ATP luminescence; note: potency is the fitted concentration of half-maximal effect; % is set by controls: 0 for no effect and ±100 for the full control effect
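Galactose (100 uM) and ATP (35 uM) were turned over by 5 nM GALK for 1 h at RT. Kinase-Glo Plus then converted the remaining ATP into a luminescent signal.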
hERG WT inh – qHTS for Inhibitors of KCHN2 3.1: Wildtype qHTS; Voltage-gated inwardly rectifying potassium channel KCNH2 (Homo sapiens), Q12809; U2OS, BacMam KCNH2, thallium flux FluxOr; hits give low values; activity change, % at 1.84 µM; actives 0.37% (n = 340,000);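 active = maximum activity change below -70%; inconclusive = maximum activity change between -70% and -50%; inactive = maximum activity change above -50%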; note: % is set by controls: 0 for no effect and ±100 for the full control effect
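U2OS cells transduced with wild-type KCNH2 virus are loaded with FluxOr dye for 45 min, and thallium flux is measured in kinetic reads before and after stimulation buffer. Rate constants are normalized to DMSO controls.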
Eya2 inh – qHTS Assay for Inhibitors of the Phosphatase Activity of Eya2; AID 488837, 2010; Potency, µM (series often up to 76.9 µM), for the others: top-dose activity, negative = inhibition, most hits filed as inhibitors; recombinant Eya2, OMFP fluorescence dephosphorylation (OMFP is methylfluorescein phosphate); actives 0.006% (n = 330,000); Protein phosphatase EYA2 (Homo sapiens), O00167; note: potency is the fitted concentration of half-maximal effect; % is set by controls: 0 for no effect and ±100 for the full control effect
Target sequence (O00167 whole entry, looked up): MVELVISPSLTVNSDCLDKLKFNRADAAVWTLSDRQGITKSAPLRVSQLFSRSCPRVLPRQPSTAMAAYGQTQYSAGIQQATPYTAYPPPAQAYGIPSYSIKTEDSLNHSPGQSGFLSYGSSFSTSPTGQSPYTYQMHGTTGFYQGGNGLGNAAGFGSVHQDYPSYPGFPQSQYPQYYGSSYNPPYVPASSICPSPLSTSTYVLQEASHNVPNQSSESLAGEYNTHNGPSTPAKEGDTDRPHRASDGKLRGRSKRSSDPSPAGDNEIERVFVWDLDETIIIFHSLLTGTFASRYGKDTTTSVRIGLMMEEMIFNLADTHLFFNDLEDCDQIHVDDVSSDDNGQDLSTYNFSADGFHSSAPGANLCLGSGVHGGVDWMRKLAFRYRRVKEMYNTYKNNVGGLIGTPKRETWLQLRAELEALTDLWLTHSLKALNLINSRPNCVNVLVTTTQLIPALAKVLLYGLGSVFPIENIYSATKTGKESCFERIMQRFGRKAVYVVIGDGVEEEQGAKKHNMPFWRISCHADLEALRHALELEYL
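Eya2 (0.2 uM) preincubated 10 min at ambient with compound, then OMFP substrate added at 50 uM; 10 min reaction in 50 mM HEPES pH 7.5, 50 mM NaCl, 5 uM MgCl2, 0.05% BSA, 1 mM DTT. Fluorescence read at Ex 485/Em 525 nm.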
Mito fusion act – qHTS Assay for Small Molecule Inhibitors of Mitochondrial Division or Activators of Mitochondrial Fusion; S. cerevisiae fusion-defective mutant growth rescue, CellTiterGlo 48 h; Potency, µM (doses to about 46.1 µM), for inactives: at the highest dose growth rescue (activation), hits mostly activators; actives 0.23% (n = 320,000); AID 485298, 2010;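 note: potency is the fitted concentration of half-maximal effect; % of control where 0% means no effect; nearly all actives have a fitted effect of over 45% in size; temperature-sensitive fusion mutants such as fzo1-1 at 37 °C on non-fermentable ethanol glycerol medium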
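S. cerevisiae fusion-defective temperature-sensitive mutants (e.g. fzo1-1, mgm1-5) grown 48 h at 37C in YPEG (ethanol/glycerol non-fermentable) medium with 23 nl compound per well; growth rescue read as CellTiterGlo luminescence.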
Menin-MLL TR inh – qHTS Assay for Inhibitors Targeting the Menin-MLL Interaction in MLL Related Leukemias: Competition With Texas Red Labeled MLL-derived Mutant Peptide; O00255; Menin + Texas Red MLL mutant peptide, fluorescence polarization; Potency, µM (titrated, usually from 61.6 µM), inactives show at the highest dose FP activity change, negative = inhibition, usual class: inhibitors; actives 0.23% (n = 270,000); active = well fitted inhibition curve with a large enough effect in the polarisation, with a control signal flat, not every such curve was filed as active; inconclusive = small, poorly fitted or top-dose-only effect, or effect the other way, or a change in a side signal; inactive = no such curve, though single readings can be large or run the other way; the % refers to the polarisation; note: potency is the fitted concentration of half-maximal effect; % of control where 0% means no effect; many of its hits are not listed in these tables
USP2a inh – qHTS Assay for Inhibitors of Ubiquitin-specific Protease USP2a Using CHOP2 as the Reporter; Ubiquitin carboxyl-terminal hydrolase 2 (Homo sapiens), O75604; USP2 core, Ub-CHOP2 coupled fluorogenic reporter, 485/531; Potency, µM (titrated, usually from 38.3 µM), without a hit: at the top dose activity change, negative = inhibition, actives largely listed as inhibitors; actives 0.01% (n = 330,000); AID 463254, 2010;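 note: potency is the fitted concentration of half-maximal effect; plate controls were DMSO wells for no effect and full inhibition by NEM control for full effect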
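USP2 core (10nM final) preincubated 30min RT with compound in 20mM Tris-HCl pH 8.0, 2mM CaCl2, 2mM beta-mercaptoethanol, 0.05% CHAPS; 25nM Ub-CHOP2 plus 25nM reporter substrate added, fluorescence (Ex485/Em531) read after 60min.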
An asterisk follows results filed as active; [ ] = dose if it differs, or a comment. Unless noted, calls come from the whole dose curve; as a rule, active = well fitted curve in the direction sought with a large enough effect; inconclusive = small, poorly fitted or top-dose-only effect, or another doubt; inactive = no such curve, though single readings can be large; an effect the other way counts as inactive or inconclusive.

Results for O=C(CN1CCc2ccccc2C1)Nc1ccccc1C(F)(F)F ?
BCR signal inh: 0%; MBNL1 CUG block: 1%; PKM2 act: 1%; ASM inhibitor: -3%; TSHR antag: 1; hERG WT inh: 1; Eya2 inh: 2%; Mito fusion act: 5%; Menin-MLL TR inh: inconclusive; USP2a inh: -6%

What do the screens show for `Cc1ccc(N2CC(C(=O)Nc3cccc(F)c3)CC2=O)cc1` (stereo not drawn)?
BCR signal inh: 0%; MBNL1 CUG block: -10%; PKM2 act: 3%; ASM inhibitor: -3%; TSHR antag: -1; GALK inh: 7%; hERG WT inh: -1; Eya2 inh: -11%; Mito fusion act: 5%; Menin-MLL TR inh: 8%; USP2a inh: 0%

Results for O=C(Nc1ccccc1Oc1ccccc1)c1cc([N+](=O)[O-])ccc1Cl ?
BCR signal inh: inconclusive; MBNL1 CUG block: 44%[activator]; PKM2 act: -9%; ASM inhibitor: -3%; TSHR antag: -6; GALK inh: 0%; hERG WT inh: 6; Eya2 inh: -3%; Mito fusion act: inconclusive; Menin-MLL TR inh: 3%; USP2a inh: 0%

What do the screens show for `COc1ccc(CC(=O)OCC(=O)Nc2ccc(OC(F)F)cc2)cc1OC`?
BCR signal inh: -10%; ASM inhibitor: 2%; TSHR antag: 2; hERG WT inh: 4; Eya2 inh: -12%; Mito fusion act: -2%; USP2a inh: 0%

What do the screens show for `CCC(=O)Nc1ccc(-c2csc(NNC(C)=O)n2)cc1`?
BCR signal inh: -1%; MBNL1 CUG block: 25%; PKM2 act: 3%; ASM inhibitor: -2%; TSHR antag: 10; hERG WT inh: -4; Eya2 inh: -3%; Mito fusion act: -8%; Menin-MLL TR inh: 0%; USP2a inh: 0%

How did CCCOP(=O)(OCCC)C(Nc1ccc(C(=O)O)cc1)c1ccccc1 (stereo not drawn) do in these assays?
BCR signal inh: 8%; MBNL1 CUG block: -16%; PKM2 act: 9%; ASM inhibitor: 2%; TSHR antag: 0; GALK inh: 1%; hERG WT inh: -23; Eya2 inh: 10%; Mito fusion act: -6%; Menin-MLL TR inh: -7%; USP2a inh: 2%

How did Cc1cc(Cl)ccc1C(=O)C1CCCN(C(=O)c2n[nH]c3c2CCCC3)C1 (stereo not drawn) do in these assays?
BCR signal inh: -18%; MBNL1 CUG block: 4%; PKM2 act: -2%; ASM inhibitor: 2%; TSHR antag: -5; GALK inh: 1%; hERG WT inh: -21; Eya2 inh: 0%; Mito fusion act: 6%; Menin-MLL TR inh: -14%; USP2a inh: -1%

What do the screens show for `CC(C)c1ccc(NC2CCCN(C(=O)CC3CCCC3)C2)cc1` (stereo not drawn)?
BCR signal inh: -2%; MBNL1 CUG block: 0%; ASM inhibitor: -12%; TSHR antag: 8; GALK inh: 2%; hERG WT inh: -5; Eya2 inh: -11%; Mito fusion act: inconclusive; USP2a inh: -7%

Results for CN(C(=O)c1ccccc1F)C(c1ccccc1)c1ccccc1 ?
BCR signal inh: 6%; MBNL1 CUG block: -5%; PKM2 act: -8%; ASM inhibitor: 0%; TSHR antag: 13; GALK inh: -5%; hERG WT inh: -7; Eya2 inh: -11%; Mito fusion act: inconclusive; Menin-MLL TR inh: inconclusive; USP2a inh: -2%

What do the screens show for `C=CCOc1cccc(/C=C/c2nc3ccccc3c(=O)[nH]2)c1`?
BCR signal inh: 0%; MBNL1 CUG block: -5%; ASM inhibitor: 0%; TSHR antag: -7; GALK inh: 4%; hERG WT inh: -4; Eya2 inh: -2%; Mito fusion act: 5%; Menin-MLL TR inh: -11%; USP2a inh: 1%

What do the screens show for `CCOC(=O)N1CCN(C(=O)CSc2nc3nc(C)cc(C)n3n2)CC1`?
BCR signal inh: 0%; ASM inhibitor: -1%; TSHR antag: 0; hERG WT inh: -3; Eya2 inh: 0%; USP2a inh: 1%

How did CSCCC(NC(=O)c1ccccc1)C(=O)NCc1ccc(S(N)(=O)=O)cc1 (stereo not drawn) do in these assays?
BCR signal inh: 4%; MBNL1 CUG block: -5%; ASM inhibitor: 3%; TSHR antag: 5; GALK inh: -3%; hERG WT inh: 14; Eya2 inh: 22%; Mito fusion act: 4%; Menin-MLL TR inh: 13%; USP2a inh: -7%

Results for COc1ccc(S(=O)(=O)Nc2ccc(C)cn2)cc1 ?
BCR signal inh: 1%; MBNL1 CUG block: 0%; PKM2 act: 30%; ASM inhibitor: 5%; TSHR antag: -12; GALK inh: 1%; hERG WT inh: 7; Eya2 inh: -6%; Mito fusion act: 0%; Menin-MLL TR inh: 1%; USP2a inh: -1%

Results for COc1ccc(C2NC(=O)C(=O)/C2=C(\O)c2ccc(Cl)cc2)cc1OC (stereo not drawn) ?
BCR signal inh: -1%; MBNL1 CUG block: inconclusive; ASM inhibitor: -2%; TSHR antag: 0; GALK inh: -1%; hERG WT inh: 1; Eya2 inh: -4%; Mito fusion act: 5%; Menin-MLL TR inh: -3%; USP2a inh: 2%

Results for CCc1ccc(N2CC(C(=O)OCc3nc4ccsc4c(=O)[nH]3)CC2=O)cc1 (stereo not drawn) ?
BCR signal inh: 12%; ASM inhibitor: 0%; TSHR antag: 2; hERG WT inh: -5; Eya2 inh: -23%; Mito fusion act: 3%; USP2a inh: 3%

How did Cc1ccc(C(=O)Oc2cccc(NC(=O)c3ccccc3)c2)cc1C do in these assays?
BCR signal inh: -8%; PKM2 act: 0%; ASM inhibitor: -20%; TSHR antag: -8; GALK inh: 0%; hERG WT inh: 0; Eya2 inh: 5%; Mito fusion act: 10µM*; Menin-MLL TR inh: -2%; USP2a inh: 0%

Results for COc1ccc(NC(=S)NCCc2c[nH]c3ccccc23)cc1 ?
BCR signal inh: -2%; MBNL1 CUG block: 0%; PKM2 act: 7%; ASM inhibitor: 0%; TSHR antag: 5; GALK inh: 3%; hERG WT inh: -4; Eya2 inh: 0%; Mito fusion act: -13%; Menin-MLL TR inh: 17%; USP2a inh: 7%

Results for CC(=O)Nc1cc(C(=O)O)ccc1S(=O)(=O)c1ccc(Cl)cc1 ?
BCR signal inh: 9%; MBNL1 CUG block: 13%; PKM2 act: 0%; ASM inhibitor: 7%; TSHR antag: 11; GALK inh: -1%; hERG WT inh: 3; Eya2 inh: 4%; Mito fusion act: 2%; Menin-MLL TR inh: inconclusive; USP2a inh: 4%

Results for COc1cccc(NC(=O)Cc2nnc(SCC(=O)c3ccccc3)n2C)c1 ?
BCR signal inh: inconclusive; MBNL1 CUG block: 4%; PKM2 act: -21%; ASM inhibitor: 2%; TSHR antag: 23; GALK inh: -4%; hERG WT inh: 1; Eya2 inh: 2%; Mito fusion act: 2%; Menin-MLL TR inh: -2%; USP2a inh: -9%

What do the screens show for `FC(F)(F)c1cnc(NNC(=S)Nc2ccccc2Cl)c(Cl)c1`?
BCR signal inh: inconclusive; MBNL1 CUG block: 2%; PKM2 act: -5%; ASM inhibitor: 3%; TSHR antag: -31; GALK inh: 4%; hERG WT inh: 0; Eya2 inh: 0%; Mito fusion act: -4%; Menin-MLL TR inh: 7%; USP2a inh: -1%

Not all compounds are listed; count on the stated rates, not on these rows.
